mIAP inh: mouse IAP inhibition | purified mouse IAP, CDP-Star luminescence, 30 min | inhibition, % at 10 µM | hit rate 0.2% among 330,000 | AID 2806;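 active = inhibition of at least 40% at 10 µM in the primary screen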;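 also: plate controls were DMSO with enzyme for no effect and no enzyme wells for full effect; values of inactives mirror those of a sister screen read the other way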
NALP3 yeast inh: blocks the NALP3 inflammasome reconstituted in yeast | inhibition, % at 10 µM | Yeast reconstituted NLRP3/ASC/caspase-1, beta-gal luminescence, 24 h | hit rate 0.39% among 330,000;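 active = inhibition of 50% or more; inactive = inhibition below 50%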;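 also: plate controls were induced DMSO wells for no effect and uninduced yeast grown without galactose for full effect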
SENP1 inh: SENP1 (human) catalytic domain inhibition; Q9P0U3; recombinant SENP1 catalytic domain, CyPet-SUMO1-YPet FRET cleavage; inhibition, % at 10 µM; hit rate 0.21% among 360,000; AID 624204;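 active = inhibition at least 30% at 10 µM, raw YFP signal under a set limit, fluorescence ratio 0.5 to 1.5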;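 also: 0% = enzyme with DMSO and 100% = no enzyme wells; some results filed as inactive read as strong as hits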
Target sequence (Q9P0U3 419-644 limits assumed): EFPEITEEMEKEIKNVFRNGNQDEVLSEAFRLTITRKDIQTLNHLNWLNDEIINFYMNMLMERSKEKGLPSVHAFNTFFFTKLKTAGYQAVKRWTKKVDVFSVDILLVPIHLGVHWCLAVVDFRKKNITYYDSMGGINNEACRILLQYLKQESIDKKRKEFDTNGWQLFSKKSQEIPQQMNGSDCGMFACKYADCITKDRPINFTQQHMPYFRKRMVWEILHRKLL
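Test system: human SENP1 catalytic domain; medium: Tris pH 8 buffer plus EDTA, NaCl, BME, BSA, NP40, catalase; incubation: 50 min reaction at room temperature; technique: FRET, CFP and YFP emission; controls: no-enzyme low control and enzyme-plus-DMSO high control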
beta cell repl: MIN6 beta-cell proliferation induction; MIN6 cells proliferation, ATPlite luminescence, 48 h; cells starved in 0.2% serum; 100% = growth in 10% serum; proliferation, % at 10 µM; hit rate 0.29% among 330,000; AID 2380;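 active = compounds whose signal lies at least 3.5 SD above the mean of all wells on their plate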;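 also: 0% = DMSO-treated cells in low-serum medium and 100% = 10% serum control; some compounds called inactive have numbers as strong as hits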
APOBEC3A inh: inhibitors of human APOBEC3A DNA deaminase; recombinant A3A, FAM/TAMRA ssDNA deamination fluorescence; inhibition, % at 20 µM; P31941; hit rate 0.41% among 330,000;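 active = at least 40% inhibition at 20 µM here, with at most 30% in a related deaminase screen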;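 also: plate controls were A3A with DMSO for no effect and wells lacking A3A enzyme for full effect; some results filed as inactive read as strong as hits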
Target sequence (P31941 whole entry, looked up): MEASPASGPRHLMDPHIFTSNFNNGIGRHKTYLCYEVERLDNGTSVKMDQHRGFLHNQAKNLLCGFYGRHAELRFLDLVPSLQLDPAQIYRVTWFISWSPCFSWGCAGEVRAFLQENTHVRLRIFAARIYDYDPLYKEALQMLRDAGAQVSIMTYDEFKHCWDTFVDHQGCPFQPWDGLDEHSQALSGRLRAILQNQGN
hIAP act: human IAP activation; activation factor at 10 µM; purified human IAP, CDP-Star luminescence, 30 min; stronger effect = higher value; 1 = vehicle-only enzyme, 0 = enzyme-free background; P09923; AID 2524; hit rate 0.16% among 330,000;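 active = activation factor of the enzyme at least 2-fold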; also: the source names both 10 and 20 µM as test concentration; values of inactives mirror those of a sister screen read the other way
mIAP act: mouse IAP activation. muIAP, CDP-Star luminescence, 30 min; stronger effect = higher value; 1 = vehicle-only enzyme signal, 0 = enzyme-free wells. activation factor at 10 µM. hit rate 0.24% among 330,000;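 active = activation factor of at least 2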; also: the source names both 10 and 20 µM as test concentration; values of inactives mirror those of a sister screen read the other way
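Assay system: mouse IAP enzyme; Reagent: CDP-Star chemiluminescent phosphatase substrate; Compound: DMSO-dissolved test compounds; Incubation: 30 min, room temperature; Technique: luminescence from enzymatic CDP-Star hydrolysis; Controls: DMSO-only wells and no-enzyme negative control.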
A3G deaminase: inhibitors of human APOBEC3G DNA deaminase; recombinant A3G, ssDNA deamination FAM/TAMRA fluorescence; inhibition, % at 20 µM; hit rate 0.28% among 330,000;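 active = inhibition of at least 40% at 20 µM, with no more than 30% in the related APOBEC3A deaminase screen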;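 also: plate controls were DMSO wells with A3G for no effect and wells lacking A3G enzyme for full effect; some compounds called inactive have numbers as strong as hits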
Target sequence (Q9HC16 whole entry, looked up): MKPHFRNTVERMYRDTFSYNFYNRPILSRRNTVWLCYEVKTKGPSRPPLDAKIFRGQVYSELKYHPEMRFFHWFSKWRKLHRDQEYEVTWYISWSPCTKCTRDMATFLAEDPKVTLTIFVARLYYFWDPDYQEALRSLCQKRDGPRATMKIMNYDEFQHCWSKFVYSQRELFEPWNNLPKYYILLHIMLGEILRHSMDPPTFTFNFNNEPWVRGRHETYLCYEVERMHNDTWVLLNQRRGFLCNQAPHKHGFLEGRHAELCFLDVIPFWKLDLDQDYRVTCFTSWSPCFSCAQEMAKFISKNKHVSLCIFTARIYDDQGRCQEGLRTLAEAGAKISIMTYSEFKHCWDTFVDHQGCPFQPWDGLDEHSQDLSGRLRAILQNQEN
hIAP block: human IAP inhibition; P09923; inhibition, % at 10 µM; purified IAP, CDP-Star luminescence, 30 min; hit rate 0.12% among 330,000;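 active = inhibition reaching a set limit with compound at 10 µM in the primary screen, cut at about 35% in these data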;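 also: plate controls were DMSO wells with enzyme for no effect and no-enzyme buffer wells for full effect; values of inactives mirror those of a sister screen read the other way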
Starred values were filed as active, the others as inactive; / = no result given. The list is partial; the hit share may differ from the screen's.

SMILES | mIAP inh | NALP3 yeast inh | SENP1 inh | beta cell repl | APOBEC3A inh | hIAP act | mIAP act | A3G deaminase | hIAP block
Cc1cccc(-c2nc3c(c(SCC(N)=O)n2)CCCC3)c1 | 7 | 29 | -1 | 0 | -4 | 1.2 | 0.93 | -4 | -23
Cc1ccc(C(C(=O)NC(C)(C)C)N(Cc2ccco2)C(=O)Cn2nnc(-c3cccs3)n2)cc1 (stereo not given) | -32 | 2 | -1 | -4 | -2 | 0.98 | 1.3 | 0 | 2
CC(C)NC(=O)Cn1c(SCC(=O)NC2CCCC2)nc2ccccc21 | 12 | 9 | -1 | 5 | -1 | 0.98 | 0.88 | -6 | 2
C=CCNC(=O)N1CCCC(C(=O)c2cccc(Cl)c2)C1 (stereo not given) | 8 | -1 | -1 | 0 | 1 | 1.2 | 0.92 | -1 | -22
Cc1cc(Br)ccc1NC(=S)NCCc1ccccc1 | -31 | 36 | 1 | -7 | -3 | 1.1 | 1.3 | -5 | -13
O=C(NC(=S)NCc1ccco1)c1cccc(Cl)c1 | 10 | 4 | -2 | -6 | -7 | 1 | 0.9 | -5 | -4
CCOCCCNC(=O)c1ccc2c(c1)ncn2-c1cccc(C)c1 | 8 | 19 | 3 | -3 | -4 | 1.1 | 0.92 | -10 | -9
CCOC(=O)c1c(C)c(C(=O)O)n(C)c1C | -8 | 16 | 1 | 1 | 0 | 1 | 1.1 | -6 | -2
C[C@H](CO)N1C[C@H](C)[C@@H](CN(C)C(=O)Nc2ccccc2)Oc2c(NC(=O)NC3CCCCC3)cccc2C1=O | 4 | 7 | 0 | 0 | 1 | 0.85 | 0.96 | -2 | 15
CC(=O)Nc1nc(-c2cc([N+](=O)[O-])cs2)cs1 | -6 | 1 | -1 | -2 | 3 | 1.1 | 1.1 | -2 | -7
N#Cc1ccccc1NC(=O)CNc1cc(S(=O)(=O)N2CCOCC2)ccc1NCC1CCCO1 (stereo not given) | 3 | 20 | -18 | 3 | -3 | 1.1 | 0.97 | -12 | -10
Cc1ccc(C(=O)COC(=O)c2cn(-c3ccccc3)nc2-c2ccccc2)cc1[N+](=O)[O-] | -6 | 2 | 2 | 0 | -3 | 0.99 | 1.1 | -4 | 1
COc1ccc(CNC(=O)C2CC(c3ccc(OC)cc3)=NO2)cc1 (stereo not given) | -14 | 16 | -1 | -4 | -9 | 1.2 | 1.1 | -4 | -22
COc1cccc(OC)c1NC(=O)C1CCCN1C(=O)Nc1cccc(Cl)c1 (stereo not given) | -10 | -2 | 0 | -3 | -1 | 1.1 | 1.1 | 1 | -8
CCCn1c(SCC(=O)Nc2ccc(OC)cc2)nnc1-c1ccncc1 | -2 | 17 | -1 | 0 | -3 | 1 | 1 | -1 | -2
Cc1cc(-c2ccc(S(=O)(=O)N3CCN(C)CC3)s2)on1 | 3 | 2 | 0 | 4 | -3 | 1 | 0.97 | -5 | 0
CC(C)(C)c1ccc(C(=O)NNC(=O)c2ccc(Cl)cc2)cc1 | 10 | 41 | 1 | 0 | 3 | 1 | 0.9 | 0 | -2
COc1cc(C(C)=O)ccc1OCC(O)CN1CCN(c2ccccc2)CC1 (stereo not given) | -3 | 16 | 1 | 1 | -5 | 0.98 | 1 | -3 | 2
Cc1noc(C(=O)Nc2c(C)nn(Cc3ccccc3)c2C)c1Cl | -2 | 9 | 2 | 0 | 3 | 1.1 | 1 | 2 | -8
Cn1c(CNc2ccccc2)nc2ccccc21 | -3 | 3 | -3 | -2 | -5 | 1 | 1 | -1 | -4

Full records as entered above:
Cc1noc(C(=O)Nc2c(C)nn(Cc3ccccc3)c2C)c1Cl is entered as mIAP inh = -2; NALP3 yeast inh = 9; SENP1 inh = 2; beta cell repl = 0; APOBEC3A inh = 3; hIAP act = 1.1; mIAP act = 1; A3G deaminase = 2; hIAP block = -8
COc1cc(C(C)=O)ccc1OCC(O)CN1CCN(c2ccccc2)CC1 (stereo not given) is entered as mIAP inh = -3; NALP3 yeast inh = 16; SENP1 inh = 1; beta cell repl = 1; APOBEC3A inh = -5; hIAP act = 0.98; mIAP act = 1; A3G deaminase = -3; hIAP block = 2

Next section:
SMILES | mIAP inh | NALP3 yeast inh | SENP1 inh | beta cell repl | APOBEC3A inh | hIAP act | mIAP act | A3G deaminase | hIAP block
COCCCNC(=S)NCCCNc1nc2cc3c(cc2cc1C#N)OCO3 | -1 | 20 | -75 | 5.8* | -1 | 0.93 | 1 | -5 | 7
CCOc1ccc(NC(=O)CC2S/C(=N/N=C3CCCCCC3)NC2=O)cc1 (stereo not given) | -2 | 13 | -1 | -2 | 1 | 1.3 | 1 | -1 | -25
CCCCOc1ccc(NC(=O)C2OC3OC(C)(C)OC3C3OC(C)(C)OC23)cc1 (stereo not given) | -2 | 11 | 0 | 2 | 0 | 0.85 | 1 | -4 | 15
O=C(CCCC(=O)NCc1ccc(F)cc1)NCc1ccc(F)cc1 | -2 | 15 | 1 | 0 | -1 | 1 | 1 | -2 | 0
Cc1cc(=O)n(C)c(=O)n1CC(=O)N1CCCCCC1 | -6 | 13 | -1 | -2 | -3 | 0.95 | 1.1 | -10 | 5
COc1ccc(C(=O)CCN2CCCC(C)C2)cc1 (stereo not given) | -12 | 5 | 1 | -4 | 3 | 0.86 | 1.1 | 0 | 14
Cc1nc(-c2ccccc2)sc1-c1nc(-c2ccccc2)ncc1S(=O)(=O)c1ccccc1 | 6 | -11 | 1 | -2 | -1 | 0.96 | 0.94 | 1 | 4
Cc1cc([N+](=O)[O-])nn1CC(=O)N/N=C/c1ccccc1F | -1 | 10 | 0 | 0 | -4 | 0.93 | 1 | -8 | 7
CCCCN=C1NC(=O)C(CC(=O)NCCc2ccc(OC)cc2)S1 (stereo not given) | 13 | 11 | 8 | -3 | 2 | 1.1 | 0.87 | -1 | -7
Cc1ccc(C(=O)CSc2nnc(-c3cccnc3)n2N)cc1 | 7 | -8 | 2 | 1 | -7 | 1 | 0.93 | -6 | -4
CCCCCC(=O)NC(=S)Nc1cccc(C(C)=O)c1 | 12 | 4 | 5 | -4 | -5 | 0.93 | 0.88 | -7 | 7
COC(=O)c1ccccc1S(=O)(=O)N(Cc1cc2cc3c(cc2[nH]c1=O)OCO3)C1CCCCC1 | 4 | 5 | / | -1 | 1 | 0.86 | 0.95 | -6 | 14
CC(C)c1ccc(NC(=S)NC2CC3C=CC2C3)cc1 (stereo not given) | -176 | 43 | 2 | -4 | -8 | 1.1 | 2.8* | -13 | -7
Cc1ccc(OC(C)C(=O)Nc2ccccc2C(=O)N2CCN(C)CC2)cc1 (stereo not given) | 0 | 3 | 1 | 1 | -1 | 0.91 | 1 | -5 | 9
CN(CC1CCCN(CCc2ccc(Cl)cc2)C1)C(=O)C(=O)c1ccco1 (stereo not given) | -3 | 15 | -4 | -1 | -5 | 1 | 1 | -3 | -2
CCC(=O)Nc1ccc(C(=O)NNC(=O)c2ccc([N+](=O)[O-])cc2)cc1 | 11 | 28 | 2 | 1 | -2 | 1.1 | 0.89 | -6 | -5
Nc1oc2ccccc2c(=O)c1-c1ccc2c(c1)OCO2 | -7 | 10 | -3 | 1 | 2 | 1 | 1.1 | -2 | -4
CCOc1ccc(-c2n[nH]c(=S)o2)cc1 | 44* | 12 | 1 | -3 | 2 | 1.2 | 0.56 | 11 | -22
O=c1oc2ccccc2c(NCc2ccccc2)c1[N+](=O)[O-] | 7 | 19 | 1 | 2 | -1 | 0.75 | 0.93 | -6 | 25
O=C(OCc1ccc([N+](=O)[O-])cc1)c1cnc(Cl)c(Cl)c1 | 3 | 10 | 0 | -7 | 1 | 1 | 0.97 | -9 | -3
N#C/C(=C\c1ccccc1)C(=O)NNS(=O)(=O)c1cccc([N+](=O)[O-])c1 | 11 | 14 | -1 | 0 | 0 | 1.2 | 0.89 | 1 | -15
CC(C)(C)c1ccc2c(c1)OC(C(=O)N/N=C/c1ccc([N+](=O)[O-])o1)CO2 (stereo not given) | 18 | 29 | -50 | -3 | 4 | 1.3 | 0.82 | 7 | -31
Cc1[nH]c2c(C)cccc2c(=O)c1Br | 1 | 10 | 0 | 2 | 6 | 0.94 | 0.99 | -4 | 6
O=C1OC(c2ccccc2)c2ccc3ccccc3c21 (stereo not given) | 5 | 10 | 1 | 2 | 4 | 0.97 | 0.95 | -1 | 3
COc1ccccc1C(=O)CSc1cccc[n+]1[O-] | -9 | -4 | -2 | -4 | 2 | 1.1 | 1.1 | -5 | -10
COC(=O)c1ccc(C2=NOC(C)(c3sc(-c4ccc(Cl)cc4)nc3C)C2)cc1 (stereo not given) | 12 | 21 | -2 | -5 | 2 | 1 | 0.88 | 4 | 0
CCN(CC)CCn1c(/N=C/c2ccc(OC)c(OC)c2)nc2ccccc21 | 2 | -5 | -2 | -3 | -4 | 1.2 | 0.98 | -6 | -18
Cc1ccc(Cn2c(CN3CCN(C(=O)c4ccco4)CC3)nc3c2c(=O)n(C)c(=O)n3C)cc1 | 9 | 10 | -1 | -1 | 0 | 0.97 | 0.91 | -2 | 3
O=C1CSC(c2ccc(Cl)cc2)N1 (stereo not given) | 18 | -14 | 12 | 2 | -2 | 0.89 | 0.82 | -8 | 11
CCOC(=O)COc1ccccc1/C=N/Nc1nnc2c3ccccc3n(C)c2n1 | 6 | 16 | -17 | 2 | 0 | 0.94 | 0.94 | -6 | 6

Taken from above.
`CCOC(=O)COc1ccccc1/C=N/Nc1nnc2c3ccccc3n(C)c2n1` in mIAP inh reads 6
`O=C1CSC(c2ccc(Cl)cc2)N1` (stereo not given) in NALP3 yeast inh reads -14
`Cc1[nH]c2c(C)cccc2c(=O)c1Br` in A3G deaminase reads -4
`N#C/C(=C\c1ccccc1)C(=O)NNS(=O)(=O)c1cccc([N+](=O)[O-])c1` in SENP1 inh reads -1

Further records follow.
SMILES | mIAP inh | NALP3 yeast inh | SENP1 inh | beta cell repl | APOBEC3A inh | hIAP act | mIAP act | A3G deaminase | hIAP block
CCOC(=O)c1cccc(NC(=O)CSc2nnnn2CC)c1 | 10 | 10 | -1 | -5 | -2 | 0.92 | 0.9 | -2 | 8
COc1ccc(-c2csc(=Nc3c(C)n(C)n(-c4ccccc4)c3=O)n2C(C)(C)C)cc1 | 6 | 7 | 1 | -1 | 1 | 0.9 | 0.94 | 2 | 10
Cc1ccc(S(=O)(=O)NCCC(=O)NC2CCCCCC2)cc1 | -2 | 18 | 0 | 0 | -2 | 0.99 | 1 | -11 | 1
COc1ccc(-n2c(O)c(Cc3ccccc3)c(=O)n3nc(-c4ccccc4)c(=O)cc23)cc1 | 37 | 22 | 1 | -2 | 0 | 1 | 0.63 | -5 | -4
Cc1ccccc1C(=O)N1CCN(c2ccc(NC(=O)c3cccnc3Cl)cc2)CC1 | 5 | 2 | 2 | -3 | 2 | 0.9 | 0.95 | -3 | 10
CCCCn1c(SCC(=O)NC(C)CC)nc2ccc(N3CCOCC3)cc2c1=O (stereo not given) | 2 | 9 | -52 | -3 | -1 | 0.95 | 0.98 | 0 | 5

Screens from PubChem.
